Compound activity deposited in PubChem BioAssay by National Center for Advancing Translational Sciences (NCATS).
Pin1 inh: inhibitors of human Pin1 | Pin1 FP peptide displacement, HiFluor488, 10 min | Potency, µM (titrated, usually from 115 µM), for the others: top-dose activity, negative = inhibition, hits mostly inhibitors | AID 504891 | hit rate 0.009% among 390,000; active = well fitted inhibition curve with a large enough effect in the polarisation, with a control signal flat, not every such curve was filed as active; inconclusive = small, poorly fitted or top-dose-only effect, or effect the other way, or a change in a side signal; inactive = no such curve, though single readings can be large or run the other way; the % refers to the polarisation; also: potency is read from the fitted curve at half-maximal effect; % is scaled to controls: 0 for no effect and ±100 for the full control effect
GLS inh: glutaminase GLS (human) inhibition. O94925. GLS enzymatic activity, qHTS titration. Potency, µM (top dose mostly 45.5 µM), without a hit: at the highest dose activity change, negative = inhibition, most hits filed as inhibitors. hit rate 0.21% among 410,000. AID 624170; also: potency is read from the fitted curve at half-maximal effect; % is scaled to controls: 0 for no effect and ±100 for the full control effect
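Enzyme dispensed in phosphate buffer (45 mM, pH 8.2, 0.02% Tween-20), compounds pinned in, then 1 mM L-glutamine solution and the glutamate oxidase–HRP–Amplex Red mix added; fluorescence read immediately and again after 30 min at room temperature.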
G9a block: blocks human histone lysine methyltransferase G9a | Q96KQ7 | G9a H3K9 monomethylation, AlphaScreen, 2 h | Potency, µM (doses to about 102 µM), for inactives: at the top dose activity, negative = inhibition, hits mostly inhibitors | hit rate 8.8% among 350,000 | AID 504332; also: potency is read from the fitted curve at half-maximal effect; % is scaled to controls: 0 for no effect and ±100 for the full control effect; nearly all actives have a fitted effect of over 75% in size
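Compounds were preincubated with 20 nM G9a for 15 min, after which biotinylated H3K9 peptide (500 nM) and SAM (20 uM) started a 2 h room-temperature reaction. Monomethylated product was quantified by antibody-based AlphaScreen chemiluminescence.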
JMJD2A Tudor inh: inhibitors of human JMJD2A Tudor domain. O75164. AlphaScreen JMJD2A-Tudor / H3K4me3 peptide binding. Potency, µM (highest dose often 114 µM), for inactives: top-dose activity change, negative = inhibition, most hits filed as inhibitors. hit rate 4.4% among 390,000. AID 504339; also: potency is read from the fitted curve at half-maximal effect; % is scaled to controls: 0 for no effect and ±100 for the full control effect; nearly all actives have a fitted effect of over 50% in size
Pol eta inh: blocks human DNA polymerase eta activity; hit rate 1.2% among 390,000; Potency, µM (top dose mostly 114 µM), for inactives: top-dose activity change, negative = inhibition, most hits filed as inhibitors; AID 588591; recombinant Pol eta, fluorescent DNA replication assay; also: potency is read from the fitted curve at half-maximal effect; % is scaled to controls: 0 for no effect and ±100 for the full control effect
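Pol eta at 10 nM preincubated with compounds 15 min at room temperature; reaction started with fluorescent substrate (50 nM final) and read kinetically at 0 and 10 min.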
HP1b chromo inh: HP1-beta chromodomain-methylated histone interaction inhibition; AlphaScreen HP1-beta / biotin-H3K9me3 peptide binding; Potency, µM (highest dose often 114 µM), for inactives: top-dose activity change, negative = inhibition, usual class: inhibitors; AID 540317; hit rate 0.56% among 390,000; also: potency is read from the fitted curve at half-maximal effect; nearly all actives have a fitted effect of over 70% in size; inactives centre near 23
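Compound inhibition of the preformed complex between 50 nM HP1-beta and 50 nM biotinylated H3K9me3 peptide was read by AlphaScreen. Buffer was PBS pH 7.4 with 0.01% Tween-20. Incubations ran 30 min at room temperature, with 10 ug/mL donor/acceptor beads.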
BAZ2B block: blocks human BAZ2B | Q9UIF8 | AlphaScreen BAZ2B-H3K14Ac peptide displacement | Potency, µM (highest dose often 114 µM), inactives show top-dose activity change, negative = inhibition, hits mostly inhibitors | hit rate 4.4% among 360,000 | AID 504333; also: potency is read from the fitted curve at half-maximal effect; % is scaled to controls: 0 for no effect and ±100 for the full control effect; nearly all actives have a fitted effect of over 60% in size
Target sequence (Q9UIF8 whole entry, looked up): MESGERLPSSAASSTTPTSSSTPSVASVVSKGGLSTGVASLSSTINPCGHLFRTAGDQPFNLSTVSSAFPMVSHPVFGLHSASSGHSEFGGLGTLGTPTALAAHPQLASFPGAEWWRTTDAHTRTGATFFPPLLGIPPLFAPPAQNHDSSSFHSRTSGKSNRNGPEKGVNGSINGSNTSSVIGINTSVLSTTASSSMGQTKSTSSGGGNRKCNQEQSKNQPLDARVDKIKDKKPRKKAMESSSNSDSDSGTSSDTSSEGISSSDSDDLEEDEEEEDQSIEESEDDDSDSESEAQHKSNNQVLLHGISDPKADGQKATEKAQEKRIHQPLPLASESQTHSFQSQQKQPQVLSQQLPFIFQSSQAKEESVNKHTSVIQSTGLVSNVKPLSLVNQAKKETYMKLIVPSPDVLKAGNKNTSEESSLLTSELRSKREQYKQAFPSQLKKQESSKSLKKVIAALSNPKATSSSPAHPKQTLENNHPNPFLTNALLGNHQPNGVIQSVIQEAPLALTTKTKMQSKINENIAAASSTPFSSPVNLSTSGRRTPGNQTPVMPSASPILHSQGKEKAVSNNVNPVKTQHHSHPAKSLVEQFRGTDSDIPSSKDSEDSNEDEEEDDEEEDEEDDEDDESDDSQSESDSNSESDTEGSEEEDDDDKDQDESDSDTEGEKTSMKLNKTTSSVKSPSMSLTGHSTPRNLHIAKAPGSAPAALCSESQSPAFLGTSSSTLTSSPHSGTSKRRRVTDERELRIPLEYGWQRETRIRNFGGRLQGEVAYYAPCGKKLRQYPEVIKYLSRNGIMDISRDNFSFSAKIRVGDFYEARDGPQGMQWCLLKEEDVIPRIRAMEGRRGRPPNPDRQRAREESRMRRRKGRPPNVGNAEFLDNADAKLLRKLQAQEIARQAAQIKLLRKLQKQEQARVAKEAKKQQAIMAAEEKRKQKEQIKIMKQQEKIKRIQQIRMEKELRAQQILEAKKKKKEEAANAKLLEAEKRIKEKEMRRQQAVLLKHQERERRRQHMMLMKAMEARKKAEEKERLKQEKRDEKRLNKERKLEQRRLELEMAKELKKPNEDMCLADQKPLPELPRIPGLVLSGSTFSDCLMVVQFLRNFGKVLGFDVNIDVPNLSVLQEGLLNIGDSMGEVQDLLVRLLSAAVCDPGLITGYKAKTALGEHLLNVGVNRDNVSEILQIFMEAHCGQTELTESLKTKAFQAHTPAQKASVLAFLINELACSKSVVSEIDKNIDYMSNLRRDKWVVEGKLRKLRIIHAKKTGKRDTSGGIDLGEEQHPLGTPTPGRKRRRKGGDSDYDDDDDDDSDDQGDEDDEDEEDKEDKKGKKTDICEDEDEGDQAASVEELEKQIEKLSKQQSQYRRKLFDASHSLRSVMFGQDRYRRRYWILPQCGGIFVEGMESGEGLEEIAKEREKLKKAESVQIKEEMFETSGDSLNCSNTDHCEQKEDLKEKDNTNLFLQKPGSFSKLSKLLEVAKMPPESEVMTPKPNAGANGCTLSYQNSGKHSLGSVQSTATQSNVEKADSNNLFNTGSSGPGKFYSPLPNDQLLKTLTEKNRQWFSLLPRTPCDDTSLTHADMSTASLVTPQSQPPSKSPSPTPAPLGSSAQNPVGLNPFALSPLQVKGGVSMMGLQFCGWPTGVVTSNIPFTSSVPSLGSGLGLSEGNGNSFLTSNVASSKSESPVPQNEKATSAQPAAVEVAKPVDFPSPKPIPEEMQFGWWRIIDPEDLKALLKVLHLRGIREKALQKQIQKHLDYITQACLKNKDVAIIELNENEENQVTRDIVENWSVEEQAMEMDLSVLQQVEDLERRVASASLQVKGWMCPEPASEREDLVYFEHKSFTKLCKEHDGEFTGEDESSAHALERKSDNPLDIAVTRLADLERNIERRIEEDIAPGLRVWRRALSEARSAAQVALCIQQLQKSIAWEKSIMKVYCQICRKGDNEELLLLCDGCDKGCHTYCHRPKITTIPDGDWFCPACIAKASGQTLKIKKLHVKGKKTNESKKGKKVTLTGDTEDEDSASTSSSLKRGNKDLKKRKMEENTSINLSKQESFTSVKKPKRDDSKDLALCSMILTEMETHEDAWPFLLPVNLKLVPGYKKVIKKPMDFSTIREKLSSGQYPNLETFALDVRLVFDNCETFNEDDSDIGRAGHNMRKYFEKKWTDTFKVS
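Protein-peptide AlphaScreen: BAZ2B 50 nM, b-H3K14Ac 50 nM, 1x PBS pH 7.4 + 0.01% Tween-20. Preincubation 30 min RT; cpd 30 min RT (top 110 uM); beads 20 min RT, light-protected.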
PI4K2A inh: blocks human PI4K2A kinase activity. Q9BTU6. purified PI4K2A, ADP-Glo luminescence, 1 h; active compounds read low. activity change, negative = inhibition, % at 76.9 µM. hit rate 0.13% among 420,000. AID 1346378; in the data active = activity change below about -50%; inconclusive = mostly about -30% to -49%;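 also: -100% = wells without enzyme as full effect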
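Compounds are screened against recombinant PI4K2A using PI as substrate and ATP, the latter dispensed at 300 microM. Reactions run one hour at ambient temperature before ADP-Glo detection; full inhibition defined by wells lacking enzyme.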
Tb PGK inh: blocks T. brucei phosphoglycerate kinase; PGK/GAPDH coupled, Kinase-Glo luminescence, 60 min; Potency, µM (series often up to 57.5 µM), without a hit: at the top dose activity change, negative = inhibition, hits mostly inhibitors; hit rate 0.043% among 380,000; also: potency is read from the fitted curve at half-maximal effect; % is scaled to controls: 0 for no effect and ±100 for the full control effect; nearly all actives have a fitted effect of over 60% in size
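Luminescent ATP detection (Kinase-Glo Plus) follows a 60-minute room-temperature incubation, with wells lacking PGK as controls. Buffer: 100 mM TEA (pH 7.6), 5 mM MgCl2, 0.01% Tween-20. Coupling enzyme GAPDH (100 nM final) supplies unstable 1,3-BPG in-well.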
The depositor's hits bear a star; i = inactive; ? = inconclusive; · = not tested or not shown; & = joins results of further samples; [ ] = dose if it differs, or a comment. Unless noted, calls follow the shape of the dose curve; as a rule, active = well fitted curve in the direction sought with a large enough effect; inconclusive = small, poorly fitted or top-dose-only effect, or another doubt; inactive = no such curve, though single readings can be large; an effect the other way counts as inactive or inconclusive. An excerpt (hit frequency here may not be typical).

SMILES	Pin1 inh	GLS inh	G9a block	JMJD2A Tudor inh	Pol eta inh	HP1b chromo inh	BAZ2B block	PI4K2A inh	Tb PGK inh
O=C(CN1C(=O)c2ccccc2C1=O)Nc1ccccc1F	-9.0%	-2.6%	-14.2%	-0.8%	2.9%	24.0%	-5.2%	7.5	-6.6%
CCn1ncc([C@@H]2C[C@H]3CN(Cc4ccccc4C)C(=O)[C@]34CCCN24)c1C	16.6%	0.0%	-27.8%	-3.4%	-20.6%	35.3%	-12.1%	-2.7	-6.2%
Cc1ccnn1CC(=O)N/N=C/c1cccs1	-1.2%	2.9%	28.0%[59 µM]	5.2%	-6.2%	26.8%	7.3%	0.7	6.3%
COc1ccccc1CN1CCNC(=O)C1CC(=O)N(C)C1CCOCC1 (stereo not given)	·	1.6%	·	·	-2.6%	·	·	-5.1	-2.6%
COc1ccccc1N(C)S(=O)(=O)c1ccc(C(=O)NCC2CCCCC2)cc1	16.1%	2.4%	2.7%[12.7 µM]	-1.0%	-28.8%	40.0%[activator]	3.1%	-0.8	-3.6%
O=c1c2cc([N+](=O)[O-])ccc2nc2n1CCC2	-0.2%	-3.2%	-1.8%	-4.7%	-14.0%	21.5%	-10.5%	1.4	1.6%
CCOc1ccccc1NC(=S)NC1CCCCC1	4.8%	11.8%	-16.6%[59 µM]	-17.9%	-2.3%	5.1%	-22.6%	5.4	i
CC(Oc1ccc(F)cc1)C(=O)Nc1nc(-c2ccccn2)cs1 (stereo not given)	0.0%	-0.5%	?	35.5µM*	-4.5%	6.7%	44.7µM*	-3.0	i
COC(=O)c1sccc1NC(=O)c1cc(OC)cc(OC)c1	158.6%[activator]	?	-41.6%[59 µM]	-8.3%	-11.1%	36.0%[activator]	4.9%	4.0	-9.1%
COc1ccc(C(CNC(=O)c2ccc(OCc3ccccc3)cc2)N2CCOCC2)cc1 (stereo not given)	0.6%	-7.7%	8.8%[12.7 µM]	-15.8%	-25.7%	18.6%	-0.3%	-5.0	i
O=C(O)CN(C1CCCCC1)S(=O)(=O)c1ccc(F)cc1	2.2%	11.8%	-2.9%	5.6%	3.7%	32.5%	-6.8%	4.4	8.5%
Cc1cc(C)c(NC(=O)CSc2nnc3[nH]c(=O)cc(C)n23)c(C)c1	-17.7%	-1.3%	6.4%[59 µM]	0.6%	-2.4%	43.6%[activator]	-12.4%	3.3	2.3%
CC(OC(=O)c1ccc(NC(=O)CC#N)cc1)C(=O)NCCC1=CCCCC1 (stereo not given)	30.4%[activator]	5.9%	2.5%[12.7 µM]	-3.0%	-8.6%	74.2%[activator]	12.1%	-0.4	i
CCCSc1cc(N2CCN(C)CC2)nc(-c2ccc(OC)cc2)n1	-0.9%	2.5%	50.1µM*	?	-19.7%	-25.4%	50.1µM*	-4.4	3.5%
Cc1ccsc1/C=C(\CC(=O)O)c1nc2ccccc2o1	-16.3%	18.4%	42.9%	-9.0%	-2.1%	46.6%[activator]	-0.6%	-1.7	-4.3%
C(#CCN1CCC(Cc2ccccc2)CC1)COCCOCc1ccccc1	1.3%	5.9%	13.3%[59 µM]	11.0%	-8.7%	34.7%[activator]	3.3%	3.8	4.1%
CC(=O)Nc1ccc(S(=O)(=O)N2CCN=C2SCc2ccc([N+](=O)[O-])cc2)cc1	-3.1%	11.8%	·	-23.4%	-13.0%	-18.7%	-19.5%	-4.4	i
O=C(CN(Cc1ccccc1Cl)C(=O)CN1C(=O)CSc2ccccc21)NC1CC1	-7.6%	-5.6%	15.7%	-10.9%	-1.4%	34.0%	1.6%	-0.6	0.9%
Cn1c(=O)c(=O)n(C)c2cc(S(=O)(=O)CCC(=O)Nc3cccc(C(F)(F)F)c3)ccc21	0.4%&1.4%	-0.3%&-4.6%	-5.9%&6.8%[59 µM]	-8.3%&-1.7%	2.1%	24.6%&10.2%	-9.7%&-20.4%	8.1&-7.1	i
Cc1cccc(-c2nnc(-c3ccccc3)o2)c1	0.4%	-3.1%	44.5%[activator]	22.1%	-19.7%	61.9%[activator]	23.4%	3.1	-1.5%

Records above shown as hits in JMJD2A Tudor inh:
SMILES	Pin1 inh	GLS inh	G9a block	JMJD2A Tudor inh	Pol eta inh	HP1b chromo inh	BAZ2B block	PI4K2A inh	Tb PGK inh
CC(Oc1ccc(F)cc1)C(=O)Nc1nc(-c2ccccn2)cs1 (stereo not given)	0.0%	-0.5%	?	35.5µM*	-4.5%	6.7%	44.7µM*	-3.0	i

Next compounds
SMILES	Pin1 inh	GLS inh	G9a block	JMJD2A Tudor inh	Pol eta inh	HP1b chromo inh	BAZ2B block	PI4K2A inh	Tb PGK inh
CCC(=O)N1c2ccc(S(=O)(=O)NC3CCCCC3)cc2CC1C (stereo not given)	-3.1%	-2.5%	21.8%[59 µM]	-0.4%	4.9%	24.2%	-15.4%	4.3	i
Cn1cccc1C(=O)OCC(=O)c1ccc(Br)s1	0.1%	-0.4%	·	-27.1%	-4.6%	15.3%	·	-6.0	-6.2%
CCC(C)(C)NC(=O)C(c1ccncc1)N(C(=O)c1sc(C)nc1C)c1ccc(C)cc1 (stereo not given)	-6.4%	2.3%	9.0%	-35.4%	-14.4%	30.9%	-17.0%	-1.2	-4.9%
C=CCNC(=O)c1ccccc1NC(=O)COc1ccccc1	2.4%	3.9%	·	-9.0%	-16.5%	38.1%	-5.4%	0.5	6.1%
Oc1ccc(/C=N/NC(=S)Nc2cccnc2)cc1	0.0%	24.5%	53.1%[activator][12.7 µM]	-5.1%	-7.8%	27.1%	-22.2%	-0.1	-9.9%
Cc1ccc(N(C)S(=O)(=O)c2cc3c(cc2C)NC(=O)CO3)cc1	-0.3%	-3.8%	·	4.2%	-18.4%	28.1%	6.3%	-0.5	-2.3%
COc1ccccc1CCNS(=O)(=O)CCNC(=O)c1ccccc1	-0.9%	-6.8%	-2.7%	-15.1%	-0.4%	0.5%	6.8%	3.5	i
CC(C)CCNC(=O)c1cc2c(=O)[nH]c3ccccc3c2s1	-1.2%	-4.8%	4.1%	-11.1%	-12.2%	22.6%	-2.5%	3.9	·
O=S(=O)(Nc1cc(Cl)cc(Cl)c1)N1CCOCC1	-8.1%	-3.7%	16.5%	1.9%	-3.3%	32.3%	-5.7%	1.3	-1.2%
O=C(CCc1ccccc1)NCCSCc1c(F)cccc1Cl	-1.5%	3.3%	10.2%[59 µM]	-1.0%	-10.5%	28.8%	8.2%	-2.5	-7.0%
O=C(O)c1cccc(N=NN2CCCCCC2)c1	-0.2%	11.4%	-9.8%[59 µM]	-9.1%	-6.4%	15.3%	-8.1%	-0.4	5.6%
CC(CN1CCOCC1)OC(=O)c1cccs1 (stereo not given)	-4.0%	7.2%	7.1%[12.7 µM]	-10.5%	-2.4%	9.2%	-8.6%	-1.6	1.2%
Cc1c(Cl)cccc1Nc1nc(NCCO)c2ccccc2n1	4.1%	-3.3%	79.4µM*	-15.1%	-10.5%	15.8%	-16.0%	-3.1	-3.7%
CCC(=O)Nc1cc(SCCO)cc([N+](=O)[O-])c1	-1.4%	2.3%	16.3%	-6.3%	-3.3%	27.4%	-26.3%	1.3	-2.2%
CCn1c(=O)c(=O)n(CC)c2cc(N3CCCCC3)c(NC(=O)c3ccc(Cl)cc3)cc21	-6.4%	?	1.9%[12.7 µM]	-18.5%	-17.6%	55.2%[activator]	34.8%[activator]	-1.5	-5.5%
Cc1cc(C)c(CN2CCN(Cc3ccc(C)o3)C(CCO)C2)c(-n2cccn2)c1 (stereo not given)	-2.2%	0.2%	·	-12.0%	-5.1%	9.1%	-19.0%	0.7	12.4%
CN(C)CCCNC(=O)c1cc(C(=O)c2cccc(Cl)c2Cl)c[nH]1	-0.3%	-2.9%	?	-14.7%	-1.1%	-2.4%	-13.8%	0.3	4.6%
COCCNC(=O)C(=O)N/N=C(\C)CC(=O)Nc1ccc2c(c1)OCO2	3.5%	7.4%	?	-0.7%	-2.5%	38.3%	?	-6.2	i
COc1ccc(C(=O)N/N=C(\C)CC(=O)NC2CCCCC2)c(OC)c1	0.7%	3.8%	16.6%	-5.5%	1.2%	29.2%	-0.4%	-18.0	5.3%
CC(C)CCNC(=O)Cc1ccc(Nc2nc(=S)[nH]c3ccccc23)cc1	-3.7%	-5.6%	37.8%[activator]	-19.8%	-16.6%	5.5%	-15.7%	4.6	-1.6%
COc1ccc(NC(=O)CN2C(=O)NC(c3ccccc3)(c3ccccc3)C2=O)cc1OC	0.8%	4.6%	?	?	-10.1%	-2.8%	-27.5%	0.8	i
CCC(=O)N1CCN(c2nc(CC)nc3sc4c(c23)CCCC4)CC1	1.8%	-2.2%	3.8%	-4.3%	-9.9%	9.8%	-5.4%	1.7	-9.4%
COCCCNC(=O)CCC(=O)NNc1nc2ccccc2c2nc(C)nn12	1.9%&-5.0%	31.2%&32.2%[activator]	-4.2%	-8.8%&-27.3%	-0.9%&-0.4%	22.7%&-1.4%	-20.3%	-4.1&2.7	i
CC(=O)c1sc(NC(=O)c2cccc(N3C(=O)CCC3=O)c2)nc1-c1ccccc1	5.2%	-3.4%	?	-5.5%	-15.7%	22.2%	6.3%	1.8	2.8%
NS(=O)(=O)c1cccnc1Nc1cccc(C(F)(F)F)c1	?	15.6%	0.7%[59 µM]	7.0%	-25.3%	1.9%	2.9%	1.6	-9.5%
CC1=C(c2ccc(Cl)cc2)S(=O)(=O)N=C1N1CCN(c2cccc(C)c2C)CC1	-2.6%	3.3%	-34.4%[59 µM]	-16.6%	3.4%	34.3%	-2.1%	-1.7	-9.6%
O=C(CSc1nnc(-c2cccnc2)n1-c1ccccc1)Nc1ccccn1	-3.5%	?	-24.9%[12.7 µM]	-33.6%[11.4 µM]	1.5%	?	-4.3%	-5.2	-7.0%
